KCNH2 WT inh = KCNH2 (human, wildtype) channel inhibition | activity change, % at 1.84 µM | 340,000 tested, 0.37% active | Q12809 | U2OS, BacMam KCNH2, thallium flux FluxOr; active compounds read low;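 active = maximum activity change below -70%; inconclusive = maximum activity change between -70% and -50%; inactive = maximum activity change above -50%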; note: % is set by controls: 0 for no effect and ±100 for the full control effect
Target sequence (Q12809 whole entry, looked up): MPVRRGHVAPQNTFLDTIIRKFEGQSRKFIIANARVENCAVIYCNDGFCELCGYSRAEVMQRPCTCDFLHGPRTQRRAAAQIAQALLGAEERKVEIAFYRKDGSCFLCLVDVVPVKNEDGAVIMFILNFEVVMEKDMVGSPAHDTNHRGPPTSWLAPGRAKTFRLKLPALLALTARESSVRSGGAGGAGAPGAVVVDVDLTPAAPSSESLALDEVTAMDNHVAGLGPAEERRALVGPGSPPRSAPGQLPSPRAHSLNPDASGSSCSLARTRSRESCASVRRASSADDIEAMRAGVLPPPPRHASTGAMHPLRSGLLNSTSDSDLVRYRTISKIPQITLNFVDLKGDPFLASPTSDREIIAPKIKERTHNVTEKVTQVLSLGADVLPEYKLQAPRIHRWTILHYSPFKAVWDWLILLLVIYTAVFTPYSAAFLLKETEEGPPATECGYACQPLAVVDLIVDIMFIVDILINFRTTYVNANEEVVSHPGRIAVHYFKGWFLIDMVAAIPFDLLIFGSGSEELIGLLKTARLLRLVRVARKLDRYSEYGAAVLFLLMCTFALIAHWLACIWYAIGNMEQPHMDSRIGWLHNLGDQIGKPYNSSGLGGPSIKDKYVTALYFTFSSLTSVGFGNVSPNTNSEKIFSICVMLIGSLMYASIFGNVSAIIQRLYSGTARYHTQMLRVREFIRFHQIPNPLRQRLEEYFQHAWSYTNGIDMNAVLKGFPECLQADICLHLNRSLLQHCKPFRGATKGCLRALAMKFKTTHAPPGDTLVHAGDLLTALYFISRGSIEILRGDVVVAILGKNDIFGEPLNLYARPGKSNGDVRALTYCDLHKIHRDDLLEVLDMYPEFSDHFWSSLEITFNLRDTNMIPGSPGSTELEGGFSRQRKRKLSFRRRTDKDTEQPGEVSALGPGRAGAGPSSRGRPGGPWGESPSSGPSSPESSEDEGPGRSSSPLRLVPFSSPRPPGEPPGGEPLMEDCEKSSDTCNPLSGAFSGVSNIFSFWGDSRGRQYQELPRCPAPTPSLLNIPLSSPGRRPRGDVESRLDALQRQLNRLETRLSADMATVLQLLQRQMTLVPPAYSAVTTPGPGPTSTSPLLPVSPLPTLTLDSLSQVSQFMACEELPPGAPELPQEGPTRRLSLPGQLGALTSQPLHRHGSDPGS
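U2OS cells were transduced with wild-type KCNH2 virus (2.03 x 10^8 / mL) for 4 h at room temperature, then cultured overnight at 37 C. Thallium flux was read with FluxOr dye. Rate constants were normalized to DMSO controls.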
MBNL1 CUG block = inhibitors of human MBNL1 binding to CUG repeat RNA | TR-FRET MBNL1-His/biotin-(CUG)12 binding, 665/545 ratio | Potency, µM (top dose mostly 57.5 µM), inactives show at the top dose activity change, negative = inhibition, actives largely listed as inhibitors | 280,000 tested, 0.036% active | AID 2675; active = well fitted inhibition curve with a large enough effect in the signal ratio, with a control signal flat, not every such curve was filed as active; inconclusive = small, poorly fitted or top-dose-only effect, or effect the other way, or a change in a side signal; inactive = no such curve, though single readings can be large or run the other way; the % refers to the signal ratio; note: potency is the fitted concentration of half-maximal effect; % is set by controls: 0 for no effect and ±100 for the full control effect
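Inhibition of protein-RNA binding appears as loss of TR-FRET between terbium anti-His antibody on MBNL1-His and streptavidin-XL665 on biotin-(CUG)12. Activity is normalized to buffer-only and uninhibited-complex controls.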
CXXC DNA block = blocks binding of human MLL CXXC domain to DNA; Q03164; MLL-CXXC / FITC-HOXA9 DNA fluorescence polarization; Potency, µM (titrated, usually from 115 µM), inactives show at the top dose activity change, negative = inhibition, actives largely listed as inhibitors; 290,000 tested, 0.037% active; AID 2662; active = well fitted inhibition curve with a large enough effect in the polarisation, with a control signal flat, not every such curve was filed as active; inconclusive = small, poorly fitted or top-dose-only effect, or effect the other way, or a change in a side signal; inactive = no such curve, though single readings can be large or run the other way; the % refers to the polarisation; note: potency is the fitted concentration of half-maximal effect
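Purified MLL-CXXC (added from a 7 uM solution) was preincubated 5 min at ambient with pinned compounds in 50 mM Tris-HCl pH 7.5, 50 mM NaCl, 1 mM DTT, 0.05% BSA. Fluorescein-labeled HOX-A9 DNA (50 nM solution) followed, 30 min, then polarization read.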
FBPA coupling cs = inhibits coupling enzyme system, counter-screen for aldolase hits; coupling enzyme system counterscreen, AmpLite Red fluorescence; AID 2472; activity change, negative = inhibition, % at 58.2 µM, hits read low; 290,000 tested, 0.67% active; in the data active = activity change below about -30%; note: % is set by controls: 0 for no effect and ±100 for the full control effect
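Counterscreen lacking aldolase: glyceraldehyde-3-phosphate coupling-enzyme reagent preincubated 10 min at RT with compound (at 57.5 uM final), then substrate/coupling system with AmpLite Red added; fluorescence read at 525/598 nm after 20 min RT.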
KCNH2 3.1 inh = inhibitors of human KCNH2 3.1 potassium channel isoform; U2OS KCNH2 3.1, thallium flux FluxOr; active compounds read low; activity change, % (tested at about 1.8 µM); 340,000 tested, 0.95% active;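 active = maximum activity change below -70%; inconclusive = maximum activity change from -70% to -50%; inactive = maximum activity change above -50%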;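 note: thallium influx rate constant from kinetic fluorescence after stimulation buffer; % is set by controls: 0 for no effect and ±100 for the full control effect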
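Measured as rate of thallium-driven FluxOr signal in transduced U2OS cells carrying the 3.1 channel, read kinetically for 2 min upon stimulation; values are rate constants scaled to DMSO control wells.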
AT treatment = potential ataxia-telangiectasia treatments restoring KAP-1 phosphorylation; […] A-T fibroblasts, KAP-1 phosphorylation AlphaLISA; neocarzinostatin DNA damage 30 min before lysis; Potency, µM (titrated, usually from 57.5 µM), for inactives: at the highest dose activation, actives largely listed as activators; 320,000 tested, 0.19% active; note: potency is the fitted concentration of half-maximal effect; % of control where 0% means no effect; nearly all actives have a fitted effect of over 45% in size
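hTERT-immortalized A-T patient fibroblasts ([…]), 500 cells/well in OPTI-MEM, 1% FBS, got compounds for 60 min, then NCS for 30 min at 37C. Lysates were then assayed for phospho-KAP-1 by AlphaLISA (anti-pKAP1 donor, anti-KAP1 acceptor beads), 6 hr at 25C.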
Integrin act MD = activators of alpha7 integrin expression for muscular dystrophy | alpha7betagal myoblasts, beta-gal FDG fluorescence, 48 h | Potency, µM (series often up to 38.3 µM), inactives show at the top dose activation, hits mostly activators | 350,000 tested, 0.064% active;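 note: potency is the fitted concentration of half-maximal effect; 100% = response of the positive control SU9516; nearly all actives have a fitted effect of over 60% in size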
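alpha7betagal+/- myoblasts (passage 13, 250/well) treated 48 h at 37C with compounds at 1:260 dilution of DMSO stock. Lysed, then beta-galactosidase activity read as FDG fluorescence (ex 480/em 540) after 30 min, with pre-read for autofluorescence.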
GALK inh = galactokinase (human) inhibition; AID 1868; 270,000 tested, 0.007% active; Potency, µM (top dose mostly 57.5 µM), for the others: top-dose activity change, negative = inhibition, hits mostly inhibitors; Purified GALK, Kinase-Glo residual ATP luminescence; P51570; note: potency is the fitted concentration of half-maximal effect; % is set by controls: 0 for no effect and ±100 for the full control effect
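ATP-depletion format; final 35 uM ATP, 100 uM D-galactose, 5 nM enzyme; pH 8.0 HEPES/Mg2+ buffer; 60 min RT; luminescence read 10 min after detection reagent.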
TRPV1 agonist = human TRPV1 agonism; Q8NER1; TRPV1-expressing cells, Fluo-8 calcium influx, agonist mode; activation, % at 8.33 µM; 320,000 tested, 0.19% active; AID 540275; in the data active = activation above about 80%; inconclusive = between about 30% and that limit; note: 0% is about no effect
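Fluo-8 calcium influx in TRPV1-expressing cells, kinetic read (ex 480/em 520 nm). Compound added and read 3 min for agonist activity, followed by capsaicin at EC20 final and 2 min further read for enhancement.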
S-ASM inh = inhibitors of human secretory acid sphingomyelinase; P17405; Potency, µM (titrated, usually from 57.5 µM), inactives show at the top dose activity change, negative = inhibition, usual class: inhibitors; placental ASM, HMU-PC fluorogenic substrate, 60 min; 340,000 tested, 0.006% active; AID 504937; note: potency is the fitted concentration of half-maximal effect
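Fluorogenic HMU-PC substrate (9 uM final) is turned over by placental ASM in 60 min at 37 C after a 10 min compound preincubation. Reaction ended by alkaline stop (pH 10), with fluorescence read at 386/447 nm.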
* hit, by the source's call; ? = inconclusive; · = not tested or not shown; & = joins results of further samples; [ ] = dose if it differs, or a comment. Unless noted, calls come from the whole dose curve; as a rule, active = well fitted curve in the direction sought with a large enough effect; inconclusive = small, poorly fitted or top-dose-only effect, or another doubt; inactive = no such curve, though single readings can be large; an effect the other way counts as inactive or inconclusive.

1	Nc1ccccc1CNc1nc(NCCO)nc2c1ncn2CCN1CCOCC1
2	Cc1cccc(NC(=O)c2ccc(NCC3CCCO3)c([N+](=O)[O-])c2)n1 (configuration not stated)
3	O=C(CCc1ccc(S(=O)(=O)N2CCOCC2)cc1)Nc1ccc(F)cc1[N+](=O)[O-]
4	COc1c(Cl)cc(Cl)cc1C(=O)Nc1ccc(CN2CCOCC2)cc1
5	Cc1cccc2sc(NC(=O)CN3C(=O)C4CC=CCC4C3=O)nc12 (configuration not stated)
6	CCc1nnc(NC(=O)CCC(=O)N2CCCC2)s1
7	Cc1ccc(C(=O)NCC(=O)NCc2cc(=O)n(C)c(=O)n2C)cc1
8	CC1CCN(S(=O)C23CC4CC(CC(C4)C2)C3)CC1 (configuration not stated)

entry no.,1,2,3,4,5,6,7,8
KCNH2 WT inh,-3,-6,-1,8,1,-19,-6,-12
MBNL1 CUG block,-13%,?,·,4%,-2%,7%,-4%,-8%
CXXC DNA block,-14%,11%,·,5%,-1%,-9%,1%,7%
FBPA coupling cs,-1,0,·,0,1,3,-2,6
KCNH2 3.1 inh,-2,2,-4,-8,-13,-2,-5,9
AT treatment,?,1%,17%,0%,-4%,-6%,-4%,-1%
Integrin act MD,26%,2%,-38%,0%,36%,-6%,7%,-17%
GALK inh,-2%,4%,·,2%,3%,0%,-2%,11%
TRPV1 agonist,4,15,·,11,-2,1,-2,12
S-ASM inh,2%,-7%,1%,2%,2%,-1%,0%,7%

9	CCCn1nc(C(=O)NC2CCCC2)c2ccccc2c1=O
10	CCCC(=O)Nc1c(-c2ccc(OC)cc2)c(=O)c2ccccc2n1C
11	Cc1cc(C(=O)Nc2ccccc2Cl)c2ccccc2n1
12	CC(=O)Nc1nc(CC(C)C)cc(-c2ccccc2)c1C#N
13	N#CC1=C(N)C(C#N)(C#N)C(c2ccc[nH]2)C2CCCC=C12 (configuration not stated)
14	Cc1ccc(S(=O)(=O)N2CCOCC2)cc1C(=O)N1CCOCC1
15	O=C(Nc1ccccc1N1CCCCC1)c1ncoc1-c1ccc(F)cc1
16	CN(C)C(CNC(=O)c1cc(S(=O)(=O)N(C)c2ccccc2)ccc1Cl)c1ccccc1 (configuration not stated)

entry no.,9,10,11,12,13,14,15,16
KCNH2 WT inh,-1,-37,9,3,14,4,-6,35
MBNL1 CUG block,·,0%,1%,·,?,0%,-1%,-6%
CXXC DNA block,·,?,27%,2%,6%,-5%,0%,-1%
FBPA coupling cs,·,3,1,7,-17,0,1,1
KCNH2 3.1 inh,13,-2,-1,1,6,-1,1,3
AT treatment,3%,1%,-11%,0%,10%,-1%,16%,-27%
Integrin act MD,-9%,12%,11%,-2%,-3%,11%,10%,-17%
GALK inh,·,-1%,-4%,-1%,0%,0%,2%,-1%
TRPV1 agonist,·,4,0,·,7,2,3,3
S-ASM inh,-1%,5%,0%,1%,21%,1%,-2%,8%

17	CNC(=O)c1cc2c(=O)n3cc(C)ccc3nc2n(Cc2ccco2)c1=N
18	Cc1cc(C)c2nc(N3CCCN(C(=O)c4ccco4)CC3)c(C#N)cc2c1
19	CCOc1ccc(NC(=O)CCC(=O)NNC(=O)COc2ccc(C)cc2Br)cc1
20	O=C(NN=C(Cc1ccccc1)Cc1ccccc1)c1ccc(F)cc1
21	O=C(/C=C/c1ccco1)Oc1cc(Br)cc(/C=N/NC(=O)c2ccccc2O)c1
22	CC(CN1CCCC(C(N)=O)C1)c1ccccc1 (configuration not stated)
23	CCc1ccc(NS(=O)(=O)c2cc3c(cc2C)n(C)c(=O)c(=O)n3C)cc1
24	CN(C)/C=N/n1cnc2ccccc2c1=O

entry no.,17,18,19,20,21,22,23,24
KCNH2 WT inh,·,-3,32,-30,4,6,2,2
MBNL1 CUG block,?,?,-1%,-3%,25%,-6%,3%,0%
CXXC DNA block,0%,-2%,-1%,4%,39%[activator],5%,·,-6%
FBPA coupling cs,0,-39*,·,3,3,2,1,3
KCNH2 3.1 inh,·,·,-23,-8,-16,13,23,11
AT treatment,-5%,10%,19%,8%,-4%,12%,9%,47%
Integrin act MD,·,-28%,21%,3%,-13%,25%[7.66 µM],20%,20%
GALK inh,0%,2%,-2%,0%,0%,-1%,·,-1%
TRPV1 agonist,0,-1,-1,?,28,3,-1,-3
S-ASM inh,·,172%[activator],2%,0%,58%,5%,-3%,1%

25	O=S1c2ccccc2Nc2ccccc21
26	Cc1cccc(-n2ncc3c(Nc4ccc(F)cc4)ncnc32)c1
27	CN(c1ccc(OC(=O)c2ccc(-n3cncn3)c([N+](=O)[O-])c2)cc1)S(=O)(=O)c1ccccc1
28	CCN(CC)CCCNC(=O)Cn1ncn2cccc2c1=O
29	CC(C)Cn1c(=O)n(C)c(=O)c2[nH]cnc21
30	COc1ccc(C(F)(F)F)cc1N/C=C/c1nnnn1-c1ccc(C)cc1
31	O=C1OC(Nc2ccc(Br)cn2)c2ccccc21 (configuration not stated)
32	COc1ccccc1Cn1c(/C=C/c2ccccc2)nc2ccccc21

entry no.,25,26,27,28,29,30,31,32
KCNH2 WT inh,6,-6,7,-4,-15,-1,22,0
MBNL1 CUG block,·,-7%,·,-1%,-9%,·,-6%,-9%
CXXC DNA block,·,19%,·,2%,-6%&-2%,1%,5%,5%
FBPA coupling cs,·,-8,·,-2,-2&1&0&1,-2,-2,-10
KCNH2 3.1 inh,-3,-18,-27,0,9,9,29,-33
AT treatment,19%,10%,0%,3%,3%,2%,-3%,10%
Integrin act MD,-29%,-21%,?,22%,·,25%,2%,-6%
GALK inh,·,0%,·,-3%,-1%,0%,-1%,1%
TRPV1 agonist,-2,?,-2,1,-6,0,-4,19
S-ASM inh,2%,?,0%,20%,-5%,11%,4%,304%[activator]

Five entries already listed, sorted by the value under Integrin act MD, ascending.
#	mol	Integrin act MD
26	Cc1cccc(-n2ncc3c(Nc4ccc(F)cc4)ncnc32)c1	-21%
32	COc1ccccc1Cn1c(/C=C/c2ccccc2)nc2ccccc21	-6%
31	O=C1OC(Nc2ccc(Br)cn2)c2ccccc21 (configuration not stated)	2%
28	CCN(CC)CCCNC(=O)Cn1ncn2cccc2c1=O	22%
30	COc1ccc(C(F)(F)F)cc1N/C=C/c1nnnn1-c1ccc(C)cc1	25%

(next part)
33	O=C(NCCOc1ccccc1Cl)C(=O)NCCOc1ccccc1Cl
34	CC1=CC(=C(C#N)C#N)C=C(C)N1Cc1ccc(Cl)cc1
35	O=C(CSc1nc2[nH]ncc2c(=O)[nH]1)Nc1nccs1
36	COc1cc2c3c(c1)C1(C(=O)N3C(C)(C)C=C2C)C(C#N)=C(N)Oc2cc(O)ccc21 (configuration not stated)
37	Cc1cc(=O)oc(C)c1C(=O)N1CCCc2ccccc21
38	CCCCNc1cc(=O)n(C)c(=O)[nH]1
39	Cc1cc(C(=O)N(C)CC2CCCN(CCc3ccc(F)cc3)C2)c(C)o1 (configuration not stated)
40	COc1ccc(S(=O)(=O)N[C@@H](C)C(=O)OCC(=O)Nc2cc3oc4ccccc4c3cc2OC)cc1
41	CCCN1CCC(N2CCN(c3cccc(C(F)(F)F)c3)CC2)CC1
42	CC1=NOC2(C1)/C(=N/O)CCC/C2=N\O (configuration not stated)
43	COc1ccccc1C1CC(=O)Oc2c(C(C)C)ccc(C)c21 (configuration not stated)

entry no.,33,34,35,36,37,38,39,40,41,42,43
KCNH2 WT inh,-4,-3,·,0,-1,-5,8,10,-16,-4,-16
MBNL1 CUG block,-1%,1%,4%,-5%,1%,8%,-11%,58%[activator],1%,-11%,·
CXXC DNA block,26%,?,1%,-9%,-3%,11%,2%,0%,-9%,-2%,·
FBPA coupling cs,2,3,0,-1,1,-13,3,-1,0,0,5
KCNH2 3.1 inh,-10,13,·,-4,7,10,-48,-3,-97*,19,-3
AT treatment,3%,-5%,3%,·,-5%,6%,3%,-4%,-2%,5%,10%
Integrin act MD,-10%,12%,·,65%,9%,0%,6%,11%,-34%,12%[7.66 µM],-14%
GALK inh,2%,1%,-2%,3%,-4%,3%,-7%,0%,0%,3%,·
TRPV1 agonist,11,?,-3,-3,3,-3,6,1,-1,-1,·
S-ASM inh,-6%,21%,·,-8%,3%,3%,-2%,-14%,2%,7%,3%

Two compounds picked at random from the list so far, as already listed:
39	Cc1cc(C(=O)N(C)CC2CCCN(CCc3ccc(F)cc3)C2)c(C)o1 (configuration not stated)
35	O=C(CSc1nc2[nH]ncc2c(=O)[nH]1)Nc1nccs1

entry no.,39,35
KCNH2 WT inh,8,·
MBNL1 CUG block,-11%,4%
CXXC DNA block,2%,1%
FBPA coupling cs,3,0
KCNH2 3.1 inh,-48,·
AT treatment,3%,3%
Integrin act MD,6%,·
GALK inh,-7%,-2%
TRPV1 agonist,6,-3
S-ASM inh,-2%,·
